# Screening results: PubChem BioAssay, several laboratories
# ER stress rescue: rescue of cells from ER stress-induced death, primary screen, 384-well, CSM14.1, thapsigargin, ATP luminescence (AID 1222). cellular ATP content (survival), % at 20 µM, or EC50 in µM where a hit was titrated. 190,000 tested, under 10 active. CSM14.1 thapsigargin-induced death rescue, ATP luminescence; higher % means a stronger effect;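 active means EC50 below 50 µM in the dose-response confirmation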;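 further: death triggered by thapsigargin at about 15 µM added after 2 h compound pretreatment; cell ATP read after overnight thapsigargin exposure of roughly 18 to 22 hours; normalized against plate controls of thapsigargin alone and 5% DMSO vehicle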
# Dynein cargo inh: inhibitors of GR-EGFP nuclear translocation, primary screen, dynein cargo transport inhibitor project, imaging, high-content, 3617.4 mouse cells | test concentration mostly 20 µM; stimulated with dexamethasone, 1 µM; stronger effect = lower value | 220,000 compounds, 0.47% hits | z-score, hits read low;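 active means plate z-score of nuclear minus cytoplasmic receptor signal below a set negative limit, without overly bright fluorescence or cell loss, cut at about -3.5 in these data, passing the limit was not always enough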;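 further: z-score of nuclear minus cytoplasmic ring GR-EGFP intensity difference per well; some compounds called inactive have numbers as strong as hits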
#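 medium = tetracycline-free induction medium containing charcoal-stripped FBS | probe or stimulus = dexamethasone, 1.0 µM final | timing = 48 h induction, then 1 h compound, then 30 min agonist, 37 °C | detection = automated 10x imaging of fixed Hoechst-stained cells | read-out basis = nuclear versus cytoplasmic GR-EGFP signal, averaged per well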
# P. falciparum M17LAP: P. falciparum M17LAP inhibitors, primary screen, biochemical, fluorogenic H-Leu-NHMec substrate, 1536-well (AID 1619). Leucine aminopeptidase (Plasmodium falciparum (isolate 3D7)). recombinant M17LAP, H-Leu-NHMec fluorogenic kinetic assay; higher % means a stronger effect. inhibition, % at 30 µM; hits with a dose series show IC50 in µM. 220,000 compounds, 0.38% hits;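 active means compound inhibiting the enzyme by more than half at any dose during confirmatory dose-response retesting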;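 further: plate controls were full reaction with DMSO carrier for no effect and no enzyme background for full effect; strong numbers were not always called active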
# K1F lysis inhibition: inhibition of K1F phage lysis, E. coli UTI89, bacterial capsule biogenesis inhibitors, alamar blue (AID 488966) | E. coli UTI89 K1F phage lysis, alamar blue, 2 h; higher % means a stronger effect | inhibition, % at 100 µM; hits with a dose series show IC50 in µM | 340,000 compounds, 0.02% hits;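 active means phage lysis inhibition, versus mean bacterial control, above a set limit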;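 further: capsule biogenesis inhibitors block K1F phage lysis so surviving cells raise fluorescence; higher fluorescence means more inhibition of phage lysis; actives were called in the ten point dose series up to 300 µM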
# Autophagy mod: autophagy modulators in MEF cells, primary screen, imaging, high-content, MEF GFP-LC3. MEF GFP-LC3 puncta imaging; test concentration mostly 10 µM. calls only at 10 µM (by protocol). 190,000 compounds, 0.98% hits;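 active means percentage of spot-positive cells more than 3 SD above its plate mean, without a fluorescence outlier flag or 80% toxicity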;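 further: spot-positive cell cutoff set from DMSO-treated cells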
# MT stabilizer: microtubule stabilizers in HeLa cells, primary screen, imaging, high-content imaging | HeLa tubulin immunostaining HCS, 24 h; share of cells brighter than vehicle mean+2SD | % tubulin-high responders, % at 10 µM | 200,000 compounds, 0.83% hits;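 active means plate Z-score above 3 for both tubulin-high and condensed-nucleus cell shares, with cell loss under 80%, at 10 µM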;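 further: anti alpha tubulin signal scored within the nucleus-defined area of each cell; some results filed as inactive read as strong as hits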
# bCat nuc transl: modulators of beta-catenin nuclear translocation, primary screen, imaging, HeLa cells, immunofluorescence, high-content | nuclear translocation activity, % at 5 µM | 190,000 compounds, 0.3% hits;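 active means nuclear translocation activity above 50% at 5 µM, with a well cell count of 50 or more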;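 further: per-cell ratio of nuclear to cytoplasmic median beta-catenin stain intensity; plate controls were DMSO negative control for no effect and GSK-3 inhibitor IX positive control for full effect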
#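 assay system = human HeLa cells, endogenous beta-catenin | times = compound treatment 24 h, 37°C, 5% CO2 | detection = Anti-beta-catenin immunofluorescence on PFA-fixed, Triton-permeabilized cells, DAPI nuclei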
# Ins promoter up: insulin promoter activators in MIN6 cells, imaging, high-content screening, mouse beta cells | 190,000 compounds, 0.3% hits | AID 1625, 2009 | MIN6 insulin promoter-GFP reporter; stronger effect = higher value | z-score at 5 µM;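 active means z-score above 3 at 5 µM with at least 500 cells counted in the well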
# P. falciparum M1AAP: P. falciparum M1AAP inhibitors, biochemical, fluorogenic H-Leu-NHMec substrate, 1536-well (AID 1445) | Aminopeptidase N (Plasmodium falciparum (isolate 3D7)) | inhibition, % at 30 µM, or IC50 in µM where a hit was titrated | recombinant M1AAP, H-Leu-NHMec fluorogenic kinetic assay; higher % means a stronger effect | 220,000 compounds, 0.42% hits;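 active means primary inhibition above the hit cutoff, then over 50% inhibition at one or more dose response concentrations, cut at about 23% in these data, passing the limit was not always enough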;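 further: plate controls were DMSO full reaction for no effect and no enzyme background for full effect; strong numbers were not always called active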
# Dynein cargo inh cytoplasmic EGFP: recorded beside Dynein cargo inh, whose call it bears; z-score; measured here: cytoplasmic GR-EGFP intensity; stronger effect = higher value
# Dynein cargo inh nuclear GR-EGFP: further read-out of Dynein cargo inh, marked with its call; z-score; measured here: nuclear GR-EGFP intensity;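 lower value marks the stronger effect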
# Dynein cargo inh cell count: second read-out of Dynein cargo inh, no call of its own (marks repeat the call); z-score; measured here: cell count per field
# Ins promoter up cell count: also measured in Ins promoter up; calls as there; cell count; measured here: cytotoxicity, nuclei count;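 total cells summed across four imaged fields per well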
# bCat nuc transl cell count 5 µM: also measured in bCat nuc transl; calls as there; cell count; measured here: cell count, cytotoxicity flag
# MT stabilizer Hoechst-high %: further read-out of MT stabilizer, marked with its call; % Hoechst-high responders; measured here: nuclear condensation Hoechst responders;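 share of cells brighter than vehicle mean plus two SD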
# MT stabilizer cytotoxicity %: also measured in MT stabilizer; calls as there; toxicity, %; measured here: cytotoxicity by cell density;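 0% = mean cell density of plate MIN control wells and 100% = no cells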
# Autophagy mod cell loss 18 h: further read-out of Autophagy mod, marked with its call; toxicity, %; measured here: cell loss, nuclei count;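 cell loss after 18 h compound exposure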
# * marks the source's active call; other numbers are inactive results; i = inactive; / = no result given; + = active, no number; [ ] = another dose, or the depositor's remark.
SMILES,ER stress rescue,Dynein cargo inh,Dynein cargo inh cytoplasmic EGFP,Dynein cargo inh nuclear GR-EGFP,Dynein cargo inh cell count,P. falciparum M17LAP,K1F lysis inhibition,Autophagy mod,Autophagy mod cell loss 18 h,MT stabilizer,MT stabilizer Hoechst-high %,MT stabilizer cytotoxicity %,bCat nuc transl,bCat nuc transl cell count 5 µM,Ins promoter up,Ins promoter up cell count,P. falciparum M1AAP
C/C(=N/NC(=O)CN1CCN(S(=O)(=O)c2ccc(Br)cc2)CC1)c1ccco1,3.1%,-1.1,-0.22,-0.74,0.21,-3%,2.0%,i,7,3.2,3.0,7.2,-0.8,920,0.65,1356,3%
COc1ccc(CCNC(=O)CC2Nc3cc(C)c(C)cc3NC2=O)cc1OC (stereo unspecified),1.5%,1.1,-0.14,0.48,-0.12,7%,0.3%,i,-5,6.1,2.2,5.8,-1.7,990,0.94,660,-1%
CC(C)C[C@H](NC(=O)c1[nH]cnc1C(=O)Nc1ccc(CNC(=O)OC(C)(C)C)cc1)C(=O)OC(C)(C)C,/,-0.072,-0.81,-0.032,0.084,5%,2.7%,/,/,/,/,/,-0.2,1406,0.28,794,-15%
CCOc1ccc(NC(=S)N(CCN2CCOCC2)Cc2ccc3c(c2)CCCN3CC)cc1,2.2%,1.6,-0.097,1,-1.6,18%,0.1%,i,1,2.0,2.0,8.8,/,/,-0.67,1257,0%
COc1cccc(N2CCN(C(=O)CN(C)S(=O)(=O)c3ccc4c(c3)CCC(=O)N4)CC2)c1,-1.2%,1.2,0.045,1,-1,-3%,-0.7%,i,8,2.7,2.4,5.9,/,/,1.1,853,-7%
CCn1nccc1C(=O)Nc1ccc(Cl)cc1Cl,-1.3%,-0.3,-0.23,-0.52,-0.48,7%,0.2%,i,-6,3.6,2.3,0.7,0.8,1108,0.51,1934,3%
Cc1ccc2cc(-c3noc(C4CCCO4)n3)c(=O)[nH]c2c1 (stereo unspecified),-1.4%,-1.3,-0.2,-0.64,0.26,7%,0.6%,i,10,1.7,5.2,7.1,/,/,-0.98,970,14%
O=[N+]([O-])c1ccc(N/N=C/c2ccc(O)c(O)c2O)c(S(=O)(=O)N2CCOCC2)c1,-1.5%,-1.5,0.42,0.12,-0.4,6%,0.0%,i,2,4.0,2.5,9.2,2.0,1403,-0.04,1483,14%
COc1ccccc1NC(=O)CSC1=NC(=O)C(NC(C)=O)C(=O)N1 (stereo unspecified),-0.3%,-0.54,-0.18,-0.27,0.75,15%,0.2%,i,2,1.5,2.3,7.9,0.7,1189,0.09,1247,5%
Cc1ccc(NCc2ccccc2)cc1,0.5%,-0.17,-0.2,-0.057,-0.89,-5%,-2.6%,i,-4,2.7,2.8,10,-0.7,1081,0.14,1298,5%
COc1cc(/C=N/NC(=O)c2ccoc2C)cc(OC)c1O,-2.2%,-0.44,-0.16,-0.15,-0.36,35%,1.6%[50 µM],i,2,3.8,2.5,3.2,0.8,972,0.53,1354,4%
Cc1nc(N)sc1-c1csc(Nc2ccc(Cl)cn2)n1,-2.2%,-0.62,-0.29,-0.26,0.86,-4%,5.7%,i,2,2.3,3.1,3.9,3.3,1030,-1.9,796,9%
CCOC(=O)CNC(=O)CSc1ncnc2c1cnn2-c1ccc(C)cc1,-0.7%,0.19,-0.19,0.48,0.29,2%,1.4%,i,-5,2.6,2.6,6.6,-9.5,1040,-0.12,1221,2%
COc1cc(OC)c(S(=O)(=O)NC(C)C)cc1C(=O)O,/,1.1,-0.28,0.53,-0.75,1%,0.9%,/,/,/,/,/,0.7,1320,-0.08,1071,6%
CCOC(=O)c1nn(-c2ccccc2F)c2nc(Nc3ccccc3)cc(=O)n12,1.0%,-0.88,0.3,-0.34,0.41,11%,1.7%[50 µM],i,6,4.7,2.0,0.0,/,/,0.45,1317,4%
COc1ccc(Oc2nc(-c3ccccc3)ncc2S(=O)(=O)c2ccccc2)cc1,-1.9%,-0.41,-0.24,-0.51,0.57,-13%,0.0%,i,0,1.7,2.7,2.6,0.6,1029,0.1,1776,0%
O=C(c1ccccc1F)N1CCN(c2cccc(C(F)(F)F)c2)CC1,2.5%,-0.21,-0.19,0.093,0.42,-5%,1.3%,i,3,2.3,1.7,2.5,0.8,1134,-0.08,1170,3%
Cc1nc2sc(C(c3cccs3)N3CCC(C(N)=O)CC3)c(O)n2n1 (stereo unspecified),/,3,-0.039,2.1,-1.4,1%,-1.2%,/,/,7.1,1.6,3.6,0.1,1089,/,/,7%
COc1ccc(OC)c2c(C)cc(C)nc12,-2.2%,0.59,-0.22,0.95,-0.16,13%,5.1%,i,-41,2.8,0.7,9.0,-1.1,529,0.12,1230,4%
CCCCCCNC(=O)C(C(=O)OCC)C1CCCCC1 (stereo unspecified),-1.7%,0.094,-0.21,0.25,-0.72,8%,6.0%,i,-2,6.3,2.8,8.3,-3.5,873,0.02,1208,9%
CC(=O)Nc1ccc(S(=O)(=O)NCc2ccc(C(=O)NCCN3CCCCCC3)cc2)cc1,-1.9%,0.67,-0.39,0.52,-0.56,4%,0.8%,i,-2,2.3,2.4,9.2,-2.3,1224,/,/,14%
C/C(Cc1ccccc1)=N\NC(=O)CNC(=O)Cc1ccccc1,/,-0.77,-0.17,-0.048,1.3,1%,-0.5%,/,/,/,/,/,1.4,1249,0.17,1051,6%
CC(C)[C@H](NC(=O)NCCC1=CCCCC1)C(=O)O,/,-0.11,-0.17,-0.076,0.021,-1%,-1.6%[50 µM],/,/,/,/,/,-0.4,1370,-0.14,1042,6%
O=C(NCCCN1CCN(c2cccc(Cl)c2)CC1)c1cccc(N2CCCC2=O)c1,-1.9%,-1.1,-0.16,-0.2,0.15,8%,-0.1%,i,6,2.4,1.1,8.4,-0.4,1158,/,/,0%
CCNc1ccc(Br)cc(C(=O)/C=C/c2ccc3c(c2)OCO3)c1=O,-0.3%,-0.96,0.079,-0.28,0.43,10%,-0.2%,i,5,8.5,4.8,7.9,1.5,1318,0.27,1422,14%
Cn1nc(-c2ccccc2)c(CO)c1Sc1ccccc1,-12%,-1.2,-0.18,-0.64,0.23,-2%,-0.3%,i,4,3.1,3.0,6.0,3.9,1036,-0.21,1275,12%
COC(=O)CNc1n[nH]c(=S)[nH]c1=O,3.0%,0.99,-0.23,0.57,0.31,9%,0.6%,i,15,1.9,2.2,10,-2.9,953,0.44,1471,4%
CCOC(=O)c1oc2cc(OC(C)=O)ccc2c(=O)c1-c1ccc(OC)c(OC)c1,/,0.69,-0.3,0.75,0.048,-1%,-0.9%,/,/,/,/,/,0.7,1359,-0.29,928,7%
CC1Cc2ccccc2N1C(=S)Nc1ccc(S(N)(=O)=O)cc1 (stereo unspecified),-1.7%,-0.36,-0.21,0.1,-1,-7%,3.7%,i,-6,1.4,2.5,3.9,0.2,520,-0.56,1170,-3%
O=C(Cn1ncc2c(=O)oc3ccccc3c21)N1CCCc2ccccc21,1.0%,-0.56,-0.22,-0.035,0.91,6%,1.9%,i,-10,2.6,1.7,4.9,-3.0,982,-0.55,1503,16%
Cc1ccccc1OCC(=O)N/N=C/c1cc2ccccc2nc1Cl,0.1%,-0.01,0.28,0.61,-0.25,-1%,0.3%,i,-20,3.2,2.1,5.9,2.2,1441,-0.48,1285,8%
N#Cc1c(-c2ccccc2)nc(SCc2nc(N)nc(N3CCCCC3)n2)[nH]c1=O,-3.6%,0.74,-0.13,0.7,-1.2,47%,0.1%,i,1,2.3,1.4,6.1,/,/,-0.13,1240,-2%
NC(=O)C1(c2ccccc2)CCOCC1,1.5%,-0.44,-0.22,-0.59,-0.32,-8%,0.0%,+,-5.7*,3.2,2.3,4.2,-0.8,1055,1.2,1315,0%
CCOC(=O)Nc1ccc2c(COC(=O)CNS(=O)(=O)c3ccc(NC(C)=O)cc3)cc(=O)oc2c1,0.1%,1.7,0.042,1.5,-1.3,-36%,0.3%,i,-21,6.9,1.2,8.1,1.4,1549,0.15,1356,-3%
O=C(NC1CCCCCCC1)C1c2ccccc2C(=O)N1Cc1cccs1 (stereo unspecified),-1.2%,-0.25,-0.2,-0.15,-0.5,-1%,-4.7%,i,-5,2.0,2.4,7.6,1.8,1082,0.2,1509,8%

# Results in K1F lysis inhibition, for some of the entries so far:
SMILES | K1F lysis inhibition
N#Cc1c(-c2ccccc2)nc(SCc2nc(N)nc(N3CCCCC3)n2)[nH]c1=O | 0.1%
O=C(NC1CCCCCCC1)C1c2ccccc2C(=O)N1Cc1cccs1 (stereo unspecified) | -4.7%

# The order is random (roughly 2.9% active in at least one column).
